V-ATPase pHluor = alters yeast V-ATPase proton transport. S. cerevisiae, pHLuorin cytosolic pH fluorescence. response, % at 10 µM. 350,000 compounds, 0.37% hits. AID 504577; in the data active means response mostly above about 7.3%, no sharp cut-off; inactive means mostly below about 5.4%; further: actives read high; inactives centre near 0; some compounds called inactive have numbers as strong as hits; reference of the scale not given here
HTR5A inv ag = inverse agonist of human HTR5A in OPRM1-OPRD1 counter-screen; P47898; HTR5A cell line, luminescence, inverse agonism; inhibition, % at 9.3 µM; 340,000 compounds, 0.083% hits; in the data active means inhibition mostly above about 23%, no sharp cut-off; inactive means mostly below about 18%;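 further: 0% = cells with DMSO and 100% = no-cell wells with DMSO; some compounds called inactive have numbers as strong as hits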
SR-BI DiI inh = mouse SR-BI HDL lipid transfer inhibition | 320,000 compounds, 0.96% hits | ldlA[mSR-BI] CHO cells, DiI-HDL uptake fluorescence, 3 h | inhibition, % at 12.5 µM;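 active means mean replicate inhibition of at least 70% and a set share of replicates each scoring 70 or more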;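 further: 0% = median of neutral control wells and 100% = median of positive control wells; values of inactives mirror those of a sister screen read the other way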
NSD2 HMT inh = blocks human histone methyltransferase NSD2. NSD2 peptide methylation, AlphaScreen, 120 min. inhibition, % at 12.5 µM. 310,000 compounds, 0.54% hits. AID 743445; in the data active means inhibition above about 50%
MITF TRPM1 HTS = activators of MITF-driven TRPM1 promoter activity in SK-MEL-5 cells | SK-MEL-5 TRPM1-promoter luciferase, 24 h; % of positive control, neutral wells = 0 | activation, % at 12.5 µM | 300,000 compounds, 0.75% hits;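 active means mean activation of at least 80% with every replicate also reaching 80%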;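 further: 0% = neutral control wells and 100% = parthenolide positive control wells; values of inactives mirror those of a sister screen read the other way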
dFosB act = activators of mouse delta FosB homodimer; P13346; purified delta FosB, TAMRA-CDK5 oligo fluorescence polarization; percent of positive-control signal above neutral wells; activation, % at 25 µM; 340,000 compounds, 0.99% hits; AID 493131;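 active means mean activation above about 17%, with every replicate also reaching it, limit read from the data, passing the limit was not always enough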;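 further: fluorescence polarization rise as delta FosB binds a TAMRA Cdk5 AP-1 oligo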
Target sequence (P13346 whole entry, looked up): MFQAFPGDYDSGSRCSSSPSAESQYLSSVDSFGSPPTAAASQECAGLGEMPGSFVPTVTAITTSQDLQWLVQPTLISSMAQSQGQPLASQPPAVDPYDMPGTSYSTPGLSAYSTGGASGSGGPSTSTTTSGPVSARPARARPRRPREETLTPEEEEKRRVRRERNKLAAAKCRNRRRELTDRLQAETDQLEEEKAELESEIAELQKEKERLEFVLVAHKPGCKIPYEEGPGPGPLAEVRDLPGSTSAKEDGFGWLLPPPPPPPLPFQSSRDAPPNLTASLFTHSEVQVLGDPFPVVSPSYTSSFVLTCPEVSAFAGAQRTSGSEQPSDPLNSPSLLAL
PvdQ acylase = blocks Pseudomonas aeruginosa PvdQ acylase activity; purified PvdQ acylase, fluorescence plate reader; inhibition, % at 10 µM; 340,000 compounds, 0.063% hits; AID 488965; in the data active means inhibition above about 30%, passing the limit was not always enough;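 further: 0% = vehicle neutral wells and 100% = reference inhibitor wells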
Wnt bcat act = Wnt/beta-catenin pathway activation. Wnt/beta-catenin reporter cell assay, activator, plate reader. activation, % at 9.35 µM. 300,000 compounds, 1.2% hits. AID 743398; in the data active means activation above about 30%, passing the limit was not always enough;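 further: 0% = neutral control wells and 100% = positive control wells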
CDK5 p35 inh = CDK5/p35 (human) kinase inhibition. Q00535+Q15078. Recombinant CDK5/p35, ADP-Glo luminescence, 60 min. inhibition, % at 10 µM. 330,000 compounds, 0.01% hits. AID 488839;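 active means highest replicate inhibition of at least 50% and at least 75% of replicates reaching 50%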;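 further: plate controls were DMSO neutral control for no effect and GW8510 at 10 µM for full effect; many of its hits are not listed in these tables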
Target sequence (Q00535 whole entry, looked up): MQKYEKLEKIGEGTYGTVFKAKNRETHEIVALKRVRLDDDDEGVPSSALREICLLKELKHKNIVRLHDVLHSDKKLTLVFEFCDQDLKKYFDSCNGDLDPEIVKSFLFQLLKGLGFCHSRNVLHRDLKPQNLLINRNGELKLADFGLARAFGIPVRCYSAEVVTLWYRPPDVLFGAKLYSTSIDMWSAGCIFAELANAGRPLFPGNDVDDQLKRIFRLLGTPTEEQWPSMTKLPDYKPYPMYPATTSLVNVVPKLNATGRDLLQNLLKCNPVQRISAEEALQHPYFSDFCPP
Target sequence (Q15078 whole entry, looked up): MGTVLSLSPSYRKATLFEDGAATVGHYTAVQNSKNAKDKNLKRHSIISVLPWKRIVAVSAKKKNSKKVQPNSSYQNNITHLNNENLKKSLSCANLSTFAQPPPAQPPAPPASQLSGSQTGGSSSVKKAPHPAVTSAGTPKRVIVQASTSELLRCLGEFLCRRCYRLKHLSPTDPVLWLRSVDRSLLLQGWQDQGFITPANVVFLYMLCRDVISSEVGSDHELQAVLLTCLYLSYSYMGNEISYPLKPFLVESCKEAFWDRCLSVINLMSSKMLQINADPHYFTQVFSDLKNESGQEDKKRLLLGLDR
HTR5A ag = HTR5A agonism, opioid heterodimer counter-screen | P47898 | HTR5A agonist assay, luminescence, cell-based | activation, % at 9.3 µM | 340,000 compounds, 0.61% hits; in the data active means activation mostly above about 9.5%, no sharp cut-off; inactive means mostly below about 7.6%;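 further: 0% = cells with vehicle only and 100% = reference agonist; strong numbers were not always called active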
Active calls of the source: *; / = no result given.

#	canonical_smiles	V-ATPase pHluor	HTR5A inv ag	SR-BI DiI inh	NSD2 HMT inh	MITF TRPM1 HTS	dFosB act	PvdQ acylase	Wnt bcat act	CDK5 p35 inh	HTR5A ag
1	Cc1ccc(S(=O)(=O)Nc2cccc3c2CCCC3)cc1	-3	-11	-7	-1	4	-8	-1	-1	1.2	3
2	COc1cc(OC)cc(-c2c(C#Cc3ccsc3)c3cc(-c4ccc5cc[nH]c5c4)ccc3n2C)c1	-3	4	72*	/	-20	0	-2	-7	2.7	-2
3	S=c1nc2ccccc2c2nc(-c3ccccc3Cl)[nH]n12	1	1	-25	0	5	-11	-15	-4	-0.5	0
4	COc1ccc(CCNCC(O)Cn2ccc3ccccc32)cc1OC (centres undefined)	-2	-27	8	14	10	-1	-2	-2	0.7	1
5	OC(COc1cccc2ccccc12)CN1CCN(c2ccc(Cl)cc2)CC1 (centres undefined)	-1	-4	29	-2	-3	-8	-10	-1	0.5	1
6	CCOc1ccccc1N(CC(=O)NC1CCCCC1)C(=O)CNC(=O)c1ccco1	-2	11	8	-3	/	-6	-6	/	-1.0	-3
7	CCOC(=O)c1sc(NC(=O)/C=C/c2cnn(C)c2C)c(C(=O)OC(C)C)c1C	-1	-12	59	0	4	3	-2	-5	0.9	4
8	COc1ccc(CCN2C(=O)C3C(C2=O)C2C=CC3C23CC3)cc1OC (centres undefined)	0	-3	-13	-9	7	-5	-4	-1	0.9	-1
9	Cc1cc(N2CCN(C(=O)c3ccco3)CC2)n2nc(C)c(-c3ccccc3)c2n1	0	-10	21	1	-8	-10	6	-2	-0.4	-1
10	COCCN(CC(=O)Nc1cccc(C)c1C)C(=O)c1cc(-c2cccs2)nn1-c1ccccc1	-2	-1	-18	3	0	-13	-1	1	0.6	1

(cont.)
#	canonical_smiles	V-ATPase pHluor	HTR5A inv ag	SR-BI DiI inh	NSD2 HMT inh	MITF TRPM1 HTS	dFosB act	PvdQ acylase	Wnt bcat act	CDK5 p35 inh	HTR5A ag
11	CN(C)S(=O)(=O)c1ccc(Nc2nc(C3CC3)nc3c2nnn3Cc2ccccc2Cl)cc1	-2	-9	-3	32	-39	-6	-10	-9	-1.6	3
12	CSc1ncc(Cl)c(C(=O)Nc2ccccc2Cl)n1	-2	-1	-6	-2	-6	-6	-16	/	-2.7	0
13	COc1ccc(C(=O)N2CCN(c3cccc(C)c3C)CC2)cc1S(=O)(=O)NC1CC1	1	1	33	3	-9	-13	-16	-2	-1.2	2
14	COc1ccc(C(=O)C[n+]2ccc(N)c(C)c2C)cc1	8	-1	-28	0	3	-5	-5	-3	-3.7	0
15	CC1=C(C(=O)OCc2ccc(C)cc2)C(c2ccc(O)c([N+](=O)[O-])c2)NC(=O)N1 (centres undefined)	/	5	-26	-1	9	7	-14	-2	-1.7	0
16	CS(=O)(=O)N1CCN(C(=O)c2cc3ccccc3oc2=O)CC1	3	-10	-6	0	-2	-1	-12	-2	-1.3	2
17	COc1ccccc1C(=O)NC1CCSc2ccccc21 (centres undefined)	0	2	6	19	-3	-5	-9	0	-1.3	-1
18	CN1CCN(c2ccc(C(CC(N)=O)NC(=O)Cc3ccc(Br)cc3)cc2[N+](=O)[O-])CC1 (centres undefined)	-2	10	-11	/	-3	4	-16	0	0.4	0
19	Cc1ccc(S(=O)(=O)N2CCOCC2)cc1NC(=O)CN1C(=O)CN(C)C1=O	-5	12	-54	2	0	-5	2	-2	-1.9	5
20	Nn1c(SCC(=O)Nc2ccc(OC(F)F)cc2)nnc(Cc2ccccc2)c1=O	-1	-2	-8	-2	-1	-12	-12	-5	-1.2	1

7 compounds already listed, ordered by heavy-atom count, descending.
#	canonical_smiles	V-ATPase pHluor	HTR5A inv ag	SR-BI DiI inh	NSD2 HMT inh	MITF TRPM1 HTS	dFosB act	PvdQ acylase	Wnt bcat act	CDK5 p35 inh	HTR5A ag
2	COc1cc(OC)cc(-c2c(C#Cc3ccsc3)c3cc(-c4ccc5cc[nH]c5c4)ccc3n2C)c1	-3	4	72*	/	-20	0	-2	-7	2.7	-2
11	CN(C)S(=O)(=O)c1ccc(Nc2nc(C3CC3)nc3c2nnn3Cc2ccccc2Cl)cc1	-2	-9	-3	32	-39	-6	-10	-9	-1.6	3
19	Cc1ccc(S(=O)(=O)N2CCOCC2)cc1NC(=O)CN1C(=O)CN(C)C1=O	-5	12	-54	2	0	-5	2	-2	-1.9	5
8	COc1ccc(CCN2C(=O)C3C(C2=O)C2C=CC3C23CC3)cc1OC (centres undefined)	0	-3	-13	-9	7	-5	-4	-1	0.9	-1
16	CS(=O)(=O)N1CCN(C(=O)c2cc3ccccc3oc2=O)CC1	3	-10	-6	0	-2	-1	-12	-2	-1.3	2
3	S=c1nc2ccccc2c2nc(-c3ccccc3Cl)[nH]n12	1	1	-25	0	5	-11	-15	-4	-0.5	0
14	COc1ccc(C(=O)C[n+]2ccc(N)c(C)c2C)cc1	8	-1	-28	0	3	-5	-5	-3	-3.7	0

Continued.
#	canonical_smiles	V-ATPase pHluor	HTR5A inv ag	SR-BI DiI inh	NSD2 HMT inh	MITF TRPM1 HTS	dFosB act	PvdQ acylase	Wnt bcat act	CDK5 p35 inh	HTR5A ag
21	CC(C)c1ccc(S(=O)(=O)Nc2ccc3c(c2)OCO3)cc1	-5	-17	-6	3	9	-2	-1	0	1.0	8
22	COC(=O)N[C@@H]1C[C@H]2[C@@H]3CC[C@H]4C[C@@H](OC)CC[C@]4(C)[C@H]3CC[C@]12C	-4	-2	-11	/	8	-5	-10	0	-2.3	7
23	COCCCNC(=S)NNC(=O)c1ccc(C(C)(C)C)cc1	-4	8	-14	0	3	-1	-1	1	-0.1	-3
24	CCOC(=O)C1(CCOc2ccccc2)CCN(Cc2cccc(OC)c2)CC1	2	-5	4	-2	/	-7	-6	-4	-0.8	1
25	O=C(CSc1nnc(CNC(=O)c2ccc(F)cc2)o1)c1ccccc1	-5	10	-14	-3	-1	-3	-8	2	0.6	-4
26	C/C=C(/C)C(=O)Nc1cccc(C2=NOC3(C2)C[C@H](C(N)=O)N(C(=O)Cc2ccc([N+](=O)[O-])cc2)C3)c1 (some centres undefined)	2	-9	44	/	5	-12	-9	-2	-0.7	3
27	CCCCCCSc1cccc(-c2nc3cc(C)ccn3c2NCc2ccccc2)c1	0	2	42	/	3	0	2	0	0.2	12
28	Cc1cc(C)c(C)c(S(=O)(=O)N2CCN(C(=O)C3CSC4(C)CCC(=O)N34)CC2)c1C (centres undefined)	-3	25	51	/	-8	-3	0	/	1.1	2
29	Cc1ccc(N(C)/N=C/c2ccc(Cl)cc2Cl)nn1	-1	2	2	-1	99*	3	-18	2	1.8	-1
30	NS(=O)(=O)c1ccc(NC(=O)CSc2nnc(-c3ccc(O)cc3)o2)cc1	3	-14	7	0	1	-5	-14	2	0.4	5

Next entries:
#	canonical_smiles	V-ATPase pHluor	HTR5A inv ag	SR-BI DiI inh	NSD2 HMT inh	MITF TRPM1 HTS	dFosB act	PvdQ acylase	Wnt bcat act	CDK5 p35 inh	HTR5A ag
31	CC(=O)Nc1cccc(-c2cn3ccc(C)cc3n2)c1	-2	-10	17	0	25	3	-17	/	-1.2	4
32	Cc1cccc2cc(CN(CCN(C)C)C(=S)NCc3ccco3)c(=O)[nH]c12	3	20	-42	11	-8	7	-14	/	0.4	-6
33	O=C(/C=C/c1c(F)cccc1Cl)Nc1ccc(S(=O)(=O)Nc2ncccn2)cc1	2	-18	-34	0	3	1	-1	-1	-2.3	7
34	CC(=O)C1=C(O)C(=O)N(c2ccc(S(N)(=O)=O)cc2)C1c1ccc([N+](=O)[O-])cc1 (centres undefined)	-1	-16	-30	-3	7	-4	-5	/	-0.3	1
35	O=S(=O)(NCc1cccnc1)c1cccc2cccnc12	3	6	-43	4	-8	6	-14	0	0.3	6
36	Cc1ccc(Nc2c(-c3ccc(N4CCOCC4)cc3)nc3ncccn23)cc1	-2	-9	13	/	2	-6	0	-1	0.4	3
37	CC1CCCCN1S(=O)(=O)c1ccc2c(c1)CCN2C(=O)C1CCC1 (centres undefined)	-4	10	27	/	-2	-4	-5	-1	-1.9	-1
38	COC(=O)CNC(=O)c1cn(-c2ccc(C)c(C)c2)c(=O)c2ccccc12	3	-13	31	-3	9	-3	-14	3	-6.1	4
39	O=C(Cc1ccc(F)cc1)NC1CCCC1	-1	10	-21	-3	-4	6	-3	/	0.1	-4
40	CCc1nnc(NC(=O)CSc2nc3c(c(=O)n2-c2ccccc2OC)SCC3)s1	4	5	-15	/	/	-6	7	/	-1.7	7

The list continues.
#	canonical_smiles	V-ATPase pHluor	HTR5A inv ag	SR-BI DiI inh	NSD2 HMT inh	MITF TRPM1 HTS	dFosB act	PvdQ acylase	Wnt bcat act	CDK5 p35 inh	HTR5A ag
41	CCOc1ccc(NC(=O)CSc2nnc(-c3ccccc3)n2N)cc1	3	-26	20	-3	-2	6	-13	-4	-0.5	-1
42	COc1ccccc1C1OC2=C(Nc3ccc([N+](=O)[O-])cc3N2)C1=O (centres undefined)	5	-2	21	2	-22	-12	4	-2	0.2	1
43	Cc1c(C(=O)N2CCN(c3ccc(F)cc3)CC2)sc2ncnc(N3CCN(c4ccccn4)CC3)c12	1	-22	25	59*	-31	-10	-9	-4	-0.8	7
44	CCc1ccc(N(CC(=O)NC2CCCC2)S(=O)(=O)c2c(C)noc2C)cc1	-3	-11	-1	/	3	-5	-6	-1	0.7	4
45	CCN(CC)CCSc1nc(O)c(Cc2ccccc2)c(=O)n1-c1ccccc1	0	-11	-11	12	-3	4	-8	0	-4.8	-3
46	S=C(NC1CCCCC1)NN1CCOCC1	4	-14	-26	-3	2	6	-12	0	0.3	7
47	COCCNS(=O)(=O)c1ccc2c(c1)C(=NO)c1cc(S(=O)(=O)NCCOC)ccc1-2	-2	-7	/	5	-6	-11	-26	1	1.2	2
48	COc1cccc(-c2nnc(SCC(=O)OC(C)C)n2N)c1	5	9	-9	-8	10	-6	-15	/	0.2	-1
49	CN1CCc2c(sc3nc(SCC(=O)N4CCOCC4)n(-c4ccc(Cl)cc4)c(=O)c23)C1	0	0	-16	-3	0	-7	-8	0	-0.8	0
50	COc1ccc(-c2ccc(CCC(=O)O)n2-c2ccc(O)cc2)cc1	4	1	7	6	0	-7	0	2	1.6	0

Continued:
#	canonical_smiles	V-ATPase pHluor	HTR5A inv ag	SR-BI DiI inh	NSD2 HMT inh	MITF TRPM1 HTS	dFosB act	PvdQ acylase	Wnt bcat act	CDK5 p35 inh	HTR5A ag
51	Cc1nc(SCC(=O)N2CCc3ccccc3C2)c2c(C)c(C)sc2n1	-2	-9	-24	-2	/	-13	-6	/	0.0	3
52	COc1ccc(S(=O)(=O)c2c(O)c3ccc(C(=O)Nc4ccccc4F)cc3[nH]c2=O)cc1	-4	-14	8	2	-3	-2	8	-2	0.4	2
53	Cc1c(C(=O)Nc2ccc(S(=O)(=O)N(C)C3CCN(C)CC3)cc2)oc2c(Cl)cccc12	-3	9	47	3	-78	-44	-9	-2	0.5	-3
54	CC1=CC(C)(C)N(C(=O)CSc2nccn2C)c2cc(C)ccc21	-2	-18	-3	3	-2	1	1	/	-3.1	-3
55	COc1ccc(OC)c(/C=N/NC(=O)c2ccc(N(C)S(=O)(=O)c3ccccc3)cc2)c1	-2	-24	51	1	-6	-2	5	-7	-0.7	2
56	CC(=O)Nc1ccc(/C=C/c2ccc3c([N+](=O)[O-])cccc3n2)cc1	6	12	38	-1	64	-3	-4	1	0.1	3
